# RPL19A TOR yeast = modulators of TOR pathway RPL19A-GFP in S. cerevisiae; S. cerevisiae RPL19A-GFP strain, flow cytometry, 3 h; active compounds read low; percent response vs DMSO, % at 10 µM; 330,000 tested, 0.3% active;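 active means percent response vs DMSO below 50%; inconclusive means fewer than 70 events counted for the yeast strain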;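 further: median channel GFP fluorescence of the barcoded RPL19A-GFP strain; ratio of sample median GFP to plate DMSO average so 100% = DMSO; lower means less RPL19A-GFP as with rapamycin TOR inhibition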
# AGP1-GFP MLPCN = yeast TOR pathway AGP1-GFP modulation. S. cerevisiae AGP1-GFP multiplex flow cytometry, 3 h; GFP as percent of DMSO wells. 320,000 tested, 0.02% active. GFP response vs DMSO, % at 10 µM. AID 2066;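 active means GFP response relative to DMSO above a set limit, near screen average plus 3 SD, cut at about 150% in these data; inconclusive means fewer than 70 cells counted for the yeast strain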;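 further: median GFP channel fluorescence of the gated AGP1 strain per well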
# AHR activator = activates the human aryl hydrocarbon receptor. P35869. AHR-responsive luciferase reporter cells, luminescence. activation, % at 5 µM. 320,000 tested, 2.5% active; in the data active means activation above about 47%;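 further: 0% = vehicle wells and 100% = reference agonist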
# Target sequence (P35869 whole entry, looked up): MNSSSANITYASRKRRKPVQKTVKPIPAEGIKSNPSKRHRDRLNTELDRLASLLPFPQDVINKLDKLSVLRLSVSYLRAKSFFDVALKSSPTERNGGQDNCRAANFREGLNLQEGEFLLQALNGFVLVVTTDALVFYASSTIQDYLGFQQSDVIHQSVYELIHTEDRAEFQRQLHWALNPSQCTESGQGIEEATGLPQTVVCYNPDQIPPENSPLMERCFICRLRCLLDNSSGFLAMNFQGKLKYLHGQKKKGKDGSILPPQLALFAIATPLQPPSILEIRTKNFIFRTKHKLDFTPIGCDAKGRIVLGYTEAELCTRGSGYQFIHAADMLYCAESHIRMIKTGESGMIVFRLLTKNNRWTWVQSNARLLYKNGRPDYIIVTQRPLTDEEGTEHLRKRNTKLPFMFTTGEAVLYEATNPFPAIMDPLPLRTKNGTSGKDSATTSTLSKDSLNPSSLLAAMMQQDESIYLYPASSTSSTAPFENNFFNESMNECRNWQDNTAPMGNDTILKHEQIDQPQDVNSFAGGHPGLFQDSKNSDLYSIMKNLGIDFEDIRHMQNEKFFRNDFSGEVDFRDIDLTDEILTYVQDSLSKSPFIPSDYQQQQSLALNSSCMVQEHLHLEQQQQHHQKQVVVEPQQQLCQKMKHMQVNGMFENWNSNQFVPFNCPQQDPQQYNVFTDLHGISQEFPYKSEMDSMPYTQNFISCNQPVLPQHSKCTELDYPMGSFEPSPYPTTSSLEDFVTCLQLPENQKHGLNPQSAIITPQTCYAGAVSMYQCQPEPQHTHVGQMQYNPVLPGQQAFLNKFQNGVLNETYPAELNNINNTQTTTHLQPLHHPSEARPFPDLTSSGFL
# LAP4-GFP MLPCN = alters LAP4-GFP fluorescence in TOR pathway yeast screen; 320,000 tested, 0.34% active; GFP response vs DMSO, % at 10 µM; S. cerevisiae LAP4-GFP multiplex, flow cytometry GFP, 3 h; median GFP as percent of DMSO wells;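 active means GFP response vs DMSO above a set limit, about the screen mean plus 3 SD, cut at about 150% in these data; inconclusive means under 70 cell events counted for the yeast strain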
# CIT2 TOR yeast = yeast TOR pathway CIT2-GFP modulation; S. cerevisiae CIT2-GFP strain, flow cytometry, 3 h; 100 means same as DMSO wells; GFP response vs DMSO, % at 10 µM; 320,000 tested, 0.065% active; AID 2029;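 active means GFP response relative to DMSO above a set limit, near the screen mean plus 3 SD, cut at about 150% in these data; inconclusive means Fewer than 70 cells measured for a yeast strain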;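 further: ratio of well median GFP fluorescence to mean of DMSO wells on the plate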
# MEP2 TOR yeast = modulators of TOR pathway MEP2-GFP in S. cerevisiae; S. cerevisiae MEP2-GFP strain, flow cytometry GFP, 3 h; 100% = DMSO control level; GFP response vs DMSO, % at 10 µM; 330,000 tested, 0.51% active;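 active means GFP response versus DMSO above a set limit, roughly screen mean plus 3 SD, cut at about 180% in these data; inconclusive means fewer than 70 cells counted for a yeast strain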;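 further: median GFP fluorescence of the barcode-gated MEP2-GFP cells per well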
# Yeast superoxide = caloric restriction mimetics inhibiting age-related superoxide in yeast; S. cerevisiae aged cells, superoxide DHE fluorescence; active compounds read low; superoxide response (% of plate mean), % at 10 µM; 330,000 tested, 0.18% active; AID 2690;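 active means superoxide response under a set limit, about three screen SD below normal, cut at about 65% in these data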;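 further: yeast aged for seven days with compound at 30 °C before DHE staining; 100% = average MFI of all compound-treated wells on the plate with controls excluded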
# Efflux pump mplx = inhibitors of Candida antifungal efflux pumps expressed in yeast. S. cerevisiae Candida pump triplex, Nile Red efflux. inhibition, % at 10 µM. 330,000 tested, 0.44% active. AID 485275;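 active means plate passing quality check with inhibition over a set limit, or well fluorescence over plate mean plus 4 SD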;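 further: Nile Red retained in pooled yeast measured as flow cytometry median fluorescence; 0% = buffer negative control and 100% = Enniatin B positive control; higher means more Nile Red kept so more efflux inhibition; some compounds called inactive have numbers as strong as hits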
# An asterisk follows results filed as active; ? = inconclusive; / = no result given; [ ] = dose if it differs, or a comment.
SMILES,RPL19A TOR yeast,AGP1-GFP MLPCN,AHR activator,LAP4-GFP MLPCN,CIT2 TOR yeast,MEP2 TOR yeast,Yeast superoxide,Efflux pump mplx
O=C(Nc1ccc2c(c1)CN(Cc1ccco1)CC2)C1CCCO1 (stereo not drawn),96,83,7,78,97,100,100,0.0
COc1cccc(/C=N/NC(=O)Cn2nc(C)c([N+](=O)[O-])c2C)c1O,105,104,1,96,100,103,93,0.0
CCOC(=O)C1CCN(C(=O)CCn2c(=O)[nH]c3ccccc3c2=O)CC1,102,104,3,101,96,101,99,0.4
CCNC(=O)C1CC(=O)N(Cc2ccc3c(c2)OCO3)C(=Nc2ccc(OCC)cc2)S1 (stereo not drawn),105,107,0,107,98,105,112,-0.1
O=C(COc1cccc2c1CCN(Cc1ccc(Cl)cc1)C2=O)N1CCOCC1,99,96,-2,94,92,100,107,0.2
Cc1cc(C)c(C(=O)CN2C(=O)NC3(CCCCCC3)C2=O)cc1C,97,90,11,98,101,98,108,0.1
COC(=O)c1[nH]c2ccc(Cl)cc2c1NC(=O)CN1CCC(C(N)=O)CC1,98,99,10,96,99,103,102,0.0
COC(=O)c1cn(C(=O)c2ccc(Cl)cc2)c2ccccc12,97,94,-1,93,93,87,113,0.2
COc1ccc(CN2CCN(CCC(C)C)C(CCO)C2)cc1Cn1cncn1 (stereo not drawn),104,99,1,104,105,104,100,0.0
O=C(COc1ccccc1[N+](=O)[O-])Nc1ccc(N2CCN(C(=O)c3cccs3)CC2)cc1,100,106,-7,113,99,106,105,-0.1
CCOc1ccccc1N1CCN(C(=O)CCCN2C(=O)c3cccc4cccc(c34)C2=O)CC1,90[may fluoresce green],96[may fluoresce green],0,129[may fluoresce green],94[may fluoresce green],111[may fluoresce green],110,0.2
CC(=O)c1cccc(NS(=O)(=O)c2cc3c(cc2C)NC(=O)CO3)c1,102,102,-1,92,98,96,100,-0.2
CSCC[C@H](NC(=O)Nc1cccc(Br)c1)C(=O)O,99,99,0,101,111,96,91,0.0
CC(=O)c1c(C)n(-c2ccc(C)cc2C)c2ccc(O)cc12,104,101,1,79,116,103,109,-0.3
Cc1ccc(CCn2c3c(c4ccccc42)CN(C)CC3)cn1,100,99,3,102,105,98,87,-0.2

# Single entries from above.
# Entry for CC(=O)c1c(C)n(-c2ccc(C)cc2C)c2ccc(O)cc12 in CIT2 TOR yeast: 116
# Entry for CSCC[C@H](NC(=O)Nc1cccc(Br)c1)C(=O)O in CIT2 TOR yeast: 111

# Carrying on:
SMILES,RPL19A TOR yeast,AGP1-GFP MLPCN,AHR activator,LAP4-GFP MLPCN,CIT2 TOR yeast,MEP2 TOR yeast,Yeast superoxide,Efflux pump mplx
Cc1ccc(NC(=O)CCN2C(=O)OC(C)(C)C2(C)O)cc1 (stereo not drawn),97,113,-1,99,98,104,89,-0.1
CCc1nnc(NC(=O)C(NC(=O)c2ccccc2Cl)C(C)C)s1 (stereo not drawn),98,102,1,103,96,101,91,-0.8
COc1ccc(CN2CCN(C(=O)CN3C(=O)C4C5C=CC(C5)C4C3=O)CC2)c(OC)c1OC (stereo not drawn),94,100,-3,88,97,97,107,-0.1
N#Cc1cccc(NC(=O)CN2C(=O)NC3(CCCCCC3)C2=O)c1,95,89,-1,99,98,95,92,0.1
Cc1ccc(NC(=O)Cn2cc(C=O)c3ccccc32)cc1,98,14,9,80,98,92,101,0.1
COc1ccc(NC(=O)/C(=C\c2ccc(F)cc2)NC(=O)c2ccco2)cc1,102,103,4,97,100,98,105,-0.2
CCOC(=O)C1=C(N)OC2=C(C(=O)CCC2)C1c1sccc1C (stereo not drawn),99,101,3,102,90,89,75,0.2
O=C1CSC(c2ccccc2)N1c1ccc(F)cc1F (stereo not drawn),111,113,1,101,113,111,104,0.1
CC(CCc1ccco1)NC(=O)CCc1nnc2ccc(NCc3ccccc3Cl)nn12 (stereo not drawn),119,121,5,119,118,126,93,0.6
COc1ccc(NC(=O)c2ccc3c(c2)C(=O)N(Cc2ccncc2)C3=O)cc1S(N)(=O)=O,92,98,0,116,91,99,97,-0.1
COc1ccc(-c2cc(-c3ccc(N)cc3)nc(N)c2C#N)cc1OC,88[may fluoresce violet],22[may fluoresce violet],79*,72[may fluoresce violet],?,122[may fluoresce violet],109,0.1
CC(C)c1ccccc1NC(=S)N(C)C,95,102,7,104,98,100,100,-0.2
Cc1cc(C)cc(-n2ncc3c2CCCC3NC(=O)c2cc(C)oc2C)c1 (stereo not drawn),97,99,5,95,103,93,109,0.0
COc1nc(Nc2cccc(C(F)(F)F)c2)nc(OC)n1,99,99,24,100,/,104,113,0.0
CNC(=O)CC1C(=O)N(C)C(=S)N1NC(=O)c1ccc(Cl)cc1 (stereo not drawn),97,99,-1,96,108,92,99,-0.1
O=c1[nH]c(C2CCN(S(=O)(=O)c3ccc(C(F)(F)F)cc3)CC2)nc2c1nnn2Cc1ccccc1,105,106,-2,100,106,104,111,-0.1
CCOc1ccc(N2CC(C(=O)N3CCN(c4ccccn4)CC3)CC2=O)cc1 (stereo not drawn),89,91,-2,97,84,93,106,0.2
CNC(=S)N1N=C(c2ccc(Br)cc2)CC1c1ccc(N(C)C)cc1 (stereo not drawn),89,89,10,117,84,98,78,0.1
COc1ccc(NC(=O)C(F)(F)F)cc1OC,98,103,2,91,99,96,106,-0.1
CCOc1ccc(-c2nnc3n2N=C(c2ccc(OC)cc2)CS3)cc1,99,104,6,99,96,106,116,0.1
Cc1ccccc1-n1c(-c2cccnc2)n[nH]c1=S,101,100,5,100,97,102,109,0.2
COc1cccc(NC(=O)Nc2cc(C)ccc2F)c1,102,104,18,114,95,107,101,0.0
CNCCCC1Sc2ccccc2Oc2ccccc21 (stereo not drawn),96,94,2,100,90,102,87,-0.1
NS(=O)(=O)c1ccc(CNC(=O)c2ccccn2)cc1,101,101,4,99,96,103,115,0.3
Nc1c(-c2ccccc2)c(CN2CCOCC2)nn1-c1ccc(F)cc1,108,109,2,111,116,99,85,-0.2
CCN(CC)S(=O)(=O)c1cccc(C(=O)NCC(=O)OCC(=O)NCc2ccccc2)c1,82,34,2,92,111,159,91,0.0
COc1ccc2[nH]c(=O)c(C(c3nnnn3C3CCCCC3)N3CCN(C)CC3)cc2c1 (stereo not drawn),96,99,0,99,99,101,93,-0.1
COc1cccc(NC(=O)CSc2nnc(-c3cc(-c4ccccn4)nc4ccccc34)o2)c1,101,109,36,110,111,102,107,0.0
COCC(C)n1c(SCc2cc(=O)n3cc(C)ccc3n2)nc2ccccc2c1=O (stereo not drawn),104,100,0,95,98,100,99,0.1
O=C(C1CCN(Cc2cccs2)CC1)N1CCN(Cc2ccc3c(c2)OCO3)CC1,100,97,-2,99,90,98,97,0.7
CCOc1ccc(N(CC(=O)N2CCc3ccccc32)S(=O)(=O)c2c(C)noc2C)cc1,94,95,3,103,89,101,112,0.0
S=c1[nH]nc(-c2cc(-c3ccsc3)n[nH]2)n1-c1cccc2ccccc12,106,105,20,89,104,105,97,-0.1
O=C(CSc1ncn[nH]1)Nc1ccc2c(c1)OCCO2,97,92,1,102,107,106,95,0.0
CCOc1ccc(S(=O)(=O)NNC(=S)Nc2ccc(Br)cc2)cc1,99,99,3,91,100,98,93,-0.1
CC1CCN(C(=O)COC(=O)c2n[nH]c(=O)c3ccccc23)CC1,94,98,1,93,98,92,92,-0.4
CCCCOC(=O)Nc1nc(CC(=O)OCC)cs1,103,103,3,104,100,100,119,0.0
CC1(C)NC(=O)N(CC(=O)OCC(=O)c2ccc(Br)s2)C1=O,109,109,1,105,117,104,110,-0.1
COC(=O)C1=NNC2(c3ccc(Cl)cc3)C(=O)N(c3ccc(Cl)cc3)C(=O)C12 (stereo not drawn),109,104,2,102,100,106,103,-0.1
CCCCC(CC)C(=O)Nc1ncc([N+](=O)[O-])s1 (stereo not drawn),94,94,6,98,85,97,113,-0.1
COC(=O)c1cc(S(=O)(=O)NCc2ccc(F)cc2)cn1C,98,99,-1,102,94,103,116,0.1
CC(c1cccs1)N(Cc1ccco1)C(=O)Nc1ccc(Cl)c(Cl)c1 (stereo not drawn),?,?,18,?,?,?,102,0.2
COc1ccc(NC(=O)c2ccccc2OCc2ccc(F)cc2)c(OC)c1,101,99,2,114,91,104,122,-0.1
Cc1nnc(SCC(=O)Nc2ccccc2F)n1-c1ccc(F)cc1,95,97,3,90,100,97,83,-0.1
Cc1nc2ccccc2c(=O)n1-c1ccc(NS(=O)(=O)c2ccc(F)cc2)cc1,98,103,-2,102,99,99,102,-0.2
COc1ccc(NC(=S)N2CCCC(CO)C2)c(OC)c1 (stereo not drawn),106,101,6,93,102,106,98,0.0
Cc1ccc(-c2nnc(NC(=O)Cc3ccc(F)cc3)o2)c(C)c1,99,100,8,110,100,124,103,-0.1
O=C(/C=C(\O)c1ccccc1)C(=O)NNC(=O)c1ccccc1,104,95,4,86,90,95,92,-1.1
C[C@@]12C(=O)Nc3ccc(Cl)cc3C(=O)N1[C@H]1c3cc(Cl)ccc3OC[C@@H]1[C@@H]2c1ccccc1,92,96,5,93,92,86,84,0.1
Cc1cccc(NS(=O)(=O)c2ccc(-n3cccn3)cc2)c1C,22*[may fluoresce violet],?,3,76[may fluoresce violet],?,130[may fluoresce violet],91,0.0
O=C(NCC1OCCc2ccccc21)c1cc(COc2c(F)cccc2F)on1 (stereo not drawn),98,97,4,100,97,95,132,-0.1
Cc1sc(NC(=S)NC(=O)c2cccs2)nc1-c1ccc(CC(C)C)cc1,103,104,0,103,107,104,108,-0.2
CC12CCC(=O)N1C(C(=O)N1CCN(c3ccc([N+](=O)[O-])cc3)CC1)CS2 (stereo not drawn),105,111,1,103,110,109,103,0.0
Cc1cccc(NC(=O)Cn2nnc(-c3ccc(CN4CCCC4)cc3)n2)c1C,99,106,2,99,104,101,94,-0.1
COc1ccccc1NC(=O)C(=O)NCc1ccccc1Cl,102,96,4,92,98,104,95,0.1
CCc1ccc(/C=N/n2c(C)cc(C)c(C#N)c2=O)cc1,91,97,0,105,82,86,104,0.0
CC(C)(C)C(=O)Nc1ccc(C(=O)NNC(=O)c2ccccc2)cc1,101,91,1,115,96,100,100,0.0
Cc1ccc(-c2nc(SCC(=O)Nc3ccccc3OC(F)F)c3c(C)c(C(=O)O)sc3n2)cc1,98,104,17,105,107,101,104,-0.1
Cc1ccc(Cn2nnnc2CN2CCC(c3nc4ccc(Cl)cc4[nH]3)CC2)cc1,87,96,3,90,91,93,99,0.7
Cc1nn(-c2nc3ccccc3s2)c(N)c1-c1ccc(Cl)cc1,99,99,77*,107,91,102,99,0.0
CCOc1ccc(NC(=O)c2cc(=O)[nH]c3ccccc23)cc1,103,98,/,94,105,106,102,0.1
# Further compounds
SMILES,RPL19A TOR yeast,AGP1-GFP MLPCN,AHR activator,LAP4-GFP MLPCN,CIT2 TOR yeast,MEP2 TOR yeast,Yeast superoxide,Efflux pump mplx
O=C(CCN1C(=O)COc2ccccc21)NCCC1=CCCCC1,99,99,-2,105,99,100,87,0.0
Cc1ccc(NC(=O)c2cc(-c3ccco3)on2)cc1,112,117,-3,121,118,123,77,-0.1
CCOC(=O)c1c(C2CC2)csc1NC(=O)COC(=O)c1cc(OC)c(OC)cc1[N+](=O)[O-],95,91,2,90,98,103,107,0.1
CCOC(=O)C1=C(C)Nc2ccc(C)cc2S1,99,83,10,112,94,100,92,-0.1
O=S1(=O)CCN(C(CCO)c2cccc(C(F)(F)F)c2)CC1 (stereo not drawn),95,100,0,97,94,101,89,-0.2
O=C(NCCc1ccco1)C(=O)NCC1OCCCN1S(=O)(=O)c1ccccc1 (stereo not drawn),100,98,3,92,96,97,97,0.1
